TAG inh – inhibitors of triacylglycerol accumulation; inhibition, % at 12.5 µM; AID 651582; 230,000 tested, 0.66% active; H9c2 cells, Nile Red lipid (TAG) fluorescence; cells loaded with 200 µM oleic acid;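 active = pattern-corrected inhibition of lipid staining of at least 50% with the nuclear-stain viability signal not falling by more than 50%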;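 also: 0% = DMSO wells and 100% = triacsin C control wells; some results filed as inactive read as strong as hits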
TAG inh DAPI viability – also measured in TAG inh; calls as there; DAPI nuclei signal change (viability), lower = more cytotoxic, %;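 whole-well DAPI fluorescence read on a plate reader as a viability signal; minus 50 percent equals half of cells still viable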
The depositor's hits bear a star. Only part of the results is shown (hit frequency here may not be typical).

canonical_smiles	TAG inh	TAG inh DAPI viability
Cc1ccc(S(=O)(=O)N2CCN(C(=O)C3CCN(c4ncnc5sc(C)c(C)c45)CC3)CC2)c(C)c1	-21	-4
CN(C)c1ccc(-c2nc3cc(N)ccc3o2)cc1	6	110
COc1ccc(N(CC(=O)Nc2ccc(OC)c(OC)c2)S(=O)(=O)c2ccccc2)cc1Cl	-9	-4
COc1ccc(OCC2CCCN(Cc3nc(CC4CC4)no3)C2)cc1 (configuration not stated)	3	0
CC(C)(C)C(=O)NC1(C(F)(F)F)NC(=O)N(c2ccc(F)cc2)C1=O (configuration not stated)	-2	2
CC(C(=O)NCCCc1ccccc1)c1ccc([N+](=O)[O-])cc1 (configuration not stated)	-16	1
Cc1noc(/C=C/N(C)C)c1S(=O)(=O)N1CCC(C(=O)O)CC1	-3	-3
O=C(NNC(=S)NC(=O)c1ccccc1[N+](=O)[O-])c1ccccc1Cl	4	6
O=C(N/N=C/c1ccc[nH]1)c1ccc(O)cc1	-4	-5
CN(Cc1ccccc1)C(=O)CCNC(=O)Cn1cnc2ccccc2c1=O	5	5
O=C(NCCN1CCOCC1)c1cc(S(=O)(=O)Nc2ccccc2F)c(Cl)cc1Cl	-3	-5
COc1cc(/C=C/C(=O)CC(=O)/C=C/c2ccc(O)c(OC)c2)ccc1O	14	-13
O=C(Cn1cc(C(F)(F)F)cc(Cl)c1=O)Nc1cccc(S(=O)(=O)N2CCCCC2)c1	0	2
COc1cc(/C=N/NC2=NC(C)(C)Cc3ccccc32)cc(OC)c1OC	-12	-8
COc1ccc(C)cc1NC(=O)CN(c1ccc(F)cc1)S(C)(=O)=O	-2	5
COc1ccc(S(=O)(=O)N2CCCCC2c2cc(C(=O)N3CCOCC3)no2)cc1 (configuration not stated)	48	-49
O=S(=O)(Nc1ccc(-c2csc(-c3ccccc3)n2)cc1)c1ccccc1	-1	8
O=C(CS(=O)(=O)Cc1ccccc1)NCc1ccc2c(c1)OCO2	-8	2
O=C(Cn1ccc(C(F)(F)F)n1)NNC(=O)c1ccco1	8	7
Cc1ccc(C2(c3noc(CN(C)CC4CCCCO4)n3)CCCC2)cc1 (configuration not stated)	-10	2
CCOc1ccc(NC(=O)COC(=O)c2cc(S(=O)(=O)N3CCCC3)ccc2C)cc1	-24	0
C=CCOc1ccc(/C(CC)=N/O)cc1OC	-4	2
Cc1ccccc1OCCNC(=S)Nc1ccccc1	5	2
CCCSC1=NN2CCCC(=O)N=C2S1	-8	-4
COc1ccc(C2C(C#N)=C(N)Oc3n[nH]c(C)c32)cc1Cn1cc([N+](=O)[O-])cn1 (configuration not stated)	-1	-10
O=C(Nc1ccc2c(c1)C(=O)NC2=O)c1ccc2ncsc2c1	22	34
Cc1cc(N)n(Cc2ccc(Cl)cc2)n1	1	1
COc1ccc(NC(=O)C2CCCN2C(=O)OCc2ccccc2)c(OC)c1 (configuration not stated)	0	2
CC1CCN(CC(O)COc2cccc(F)c2)CC1 (configuration not stated)	1	4
COc1cc(OC)cc(-c2c(-c3cccs3)c3cc(-c4ccc(N(C)C)nc4)ccc3n2C)c1	-15	170
Cc1ccc([C@H]2C(C(=O)O)=CC[C@@H](c3cccs3)N2S(=O)(=O)c2ccc(C)cc2)cc1	-9	8
O=C(O)CCCNC(=O)CCCn1nnc2ccccc2c1=O	12	-7
Nc1cccc2nsnc12	-1	4
O=C(Oc1ccc2c3c(c(=O)oc2c1)CCCC3)c1ccco1	6	21
Cc1cc(NC(=O)CSc2nc3c(cc2C#N)CCCCC3)no1	6	24
CN(CCO)CCC(=O)NC1(C)CS(=O)(=O)CC1S(=O)(=O)O (configuration not stated)	-1	2

Exported with two lines to a compound: part of the list above
Results follow in this order: TAG inh, TAG inh DAPI viability
Nc1cccc2nsnc12
  -1, 4
O=C(Oc1ccc2c3c(c(=O)oc2c1)CCCC3)c1ccco1
  6, 21

(list continues)
canonical_smiles	TAG inh	TAG inh DAPI viability
Cc1ccc(-n2c(C)nn(CC#N)c2=O)cc1	4	5
Cc1cc(C)nc(N2CCCC(CCC(=O)NCc3ccc(F)c(F)c3)C2)n1 (configuration not stated)	-2	-6
Cc1cccc(Nc2ccc(C(=O)N3CCOCC3)cn2)c1	-3	8
N#CCCN1CCn2c1nc1ccccc12	-10	8
O=C(CSc1ccc2nnc(-c3cccnc3)n2n1)NCc1ccc2c(c1)OCO2	-2	6
Cc1ccc(S(=O)(=O)NCCC(=O)N(C)Cc2cccs2)cc1	-3	-4
Cc1nnc(NC(=O)CSc2nnc(Cc3cccn3C)n2-c2cccc(C(F)(F)F)c2)s1	4	4
COc1ccccc1-c1ccc2c(c1)C(C)(Cc1cccc(F)c1)C(=O)N2 (configuration not stated)	-20	9
CC(=O)c1cccc(Nc2cc(C)nc3ccccc23)c1	-4	3
COc1cccc(C(NC(C)=O)c2nc(-c3cnc4ccccc4c3)cs2)c1 (configuration not stated)	12	-6
COCCNc1nnc(SC(C)C(=O)Nc2c(C)n(C)n(-c3ccccc3)c2=O)s1 (configuration not stated)	-7	3
N#Cc1ccccc1S(=O)(=O)N1CCN(C(=O)c2cc(=O)[nH]c3ccccc23)CC1	7	-4
O=C(OCC(=O)N1CCc2ccccc21)c1n[nH]c(=O)c2ccccc12	-4	-5
CCOc1cc(/C=N/OC(C)=O)ccc1OCc1ccccc1	-15	-4
CC(NC(=O)CSc1nnc(CC(=O)Nc2ccc(Cl)c(Cl)c2)n1C)c1ccccc1 (configuration not stated)	-1	18
CCN(CCn1cccn1)C(=O)CC1C(=O)NCCN1Cc1ccc(F)c(F)c1 (configuration not stated)	1	-1
Cc1cccc(C(=O)N2CCN(c3ccc([N+](=O)[O-])c(N4CCOCC4)c3)CC2)c1	5	-29
CC(C)CNC(=O)CC(c1ccccc1)c1c(O)ccc2ccccc12 (configuration not stated)	-8	10
Cc1ccc(S(=O)(=O)N(C)c2ccccc2)cc1	-7	-9
Clc1ccc(CSc2nnc(-c3ccccn3)n2Cc2ccco2)c(Cl)c1	-5	-5
O=C(O)c1ccc(Cn2cnc3c(=S)nc[nH]c32)cc1	-9	16
Cc1cc(N2CCCC2)ccc1NC(=O)CN1C(=O)NC(C)(c2ccccc2)C1=O (configuration not stated)	6	1
c1ccc2c3c(c(CN4CCCC4)cc2c1)COC3	5	7
CC(C)(C)NC(=O)Nc1ccc(Cn2cc(C(F)(F)F)ccc2=O)cc1	4	-7
Nc1nnc(SCC(=O)Nc2ccc(N3CCOCC3)cc2)s1	10	-3
Cc1ccsc1C(=O)OCC(=O)Nc1ccc(Cl)cn1	-11	-5
S=c1[nH]nc(-c2cccs2)n1/N=C/c1cn(-c2ccccc2)nc1-c1ccc(Cl)cc1	38	-28
O=C(Cc1ccccc1F)OCC(=O)N1CCN(C(=O)c2ccco2)CC1	8	-21
COc1ccc(CNC(=O)COC(=O)Cc2ccsc2)cc1	-2	-6
CCCCN1C(=O)NC(NC(=O)C2CC2)(C(F)(F)F)C1=O (configuration not stated)	10	-12
CCCc1ccc(S(=O)(=O)NCCc2ccncc2)cc1	-15	5
Oc1cccc2cc3cccc(O)c3c(O)c12	15	1
CCCc1cc(C(F)(F)F)c(C#N)c(=O)[nH]1	-18	4
N#C/C(=C\c1ccc(O)c(O)c1)C(=O)N1CCc2ccccc21	-2	-10
COc1ccc(/C=N/NC(=O)c2cccc(OC(F)(F)C(F)F)c2)cc1O	-17	5
O=[N+]([O-])c1cc(Cl)cc(/C=N/NC(=S)Nc2ccc(S(=O)(=O)N3CCOCC3)cc2)c1O	-5	-12

(more compounds)
compound	TAG inh	TAG inh DAPI viability
COc1ccc(/C=C/C(=O)Nc2ccccc2C)cc1S(=O)(=O)N1CCOCC1	9	-2
CC12CCC(C(N)=O)(C1Br)C2(C)C (configuration not stated)	7	-3
CCC(=O)Nc1ccc(N2CCN(C(=O)c3cccs3)CC2)cc1	-21	6
O=C(O)c1csc(-n2nc(-c3ccccc3)cc2C(F)(F)F)n1	-12	20
CCCCCOC(=O)c1ccccc1C(=O)O	-8	-9
CCCCN(CC)Cc1ccc(CNC(=O)Nc2ccc(OC)cc2OC)o1	5	-1
COc1ccc(S(=O)(=O)N2CCCCCC2)cc1NC(=O)Cc1ccc(OC)c(OC)c1	0	-10
COc1ccc(CN2CCNC(=O)C2CC(=O)N(C)Cc2nc(C)cs2)c(OC)c1 (configuration not stated)	-8	15
CC(C)c1ccc(/C=C/C(=O)NCCC2=CCCCC2)cc1	-5	10
CCOc1ccc(N(C(C)C(=O)N2CCOCC2)S(C)(=O)=O)cc1 (configuration not stated)	4	-1
COc1ccc(Cl)c(-c2cc(C(=O)NCc3ccco3)[nH]n2)c1	15	-6
N#CCc1ccc(NC(=O)c2cc(S(=O)(=O)N3CCOCC3)ccc2Cl)cc1	-22	1
COc1ccc(N2CSC3=C(C#N)C(c4cccs4)CC(=O)N3C2)cc1 (configuration not stated)	-4	5
CCC(Sc1ccccn1)C(=O)Nc1cccc([N+](=O)[O-])c1 (configuration not stated)	-9	11
CCn1c(=N)n(CC(=O)c2cccc(OC)c2)c2ccccc21	-8	8
CCCCN(C(=O)CSc1ncn[nH]1)c1c(N)n(Cc2ccccc2)c(=O)[nH]c1=O	-1	7
COCCN(C(=O)CSc1nnc(-c2cccc(F)c2)n1N)c1c(N)n(CC(C)C)c(=O)[nH]c1=O	3	-5
Cc1csc(SCC(=O)Nc2cccc(C)c2C)n1	13	-9
Cc1cc(C)c(S(=O)(=O)Nc2ccc(C(N)=O)cc2)c(C)c1	17	-10
CCn1c(=O)cc(OCC(=O)N2CCN(c3cccc(C(F)(F)F)c3)CC2)c2ccccc21	28	-1
CC(=O)c1cccc(NC(=O)C2CCCN2S(=O)(=O)c2ccccc2C(F)(F)F)c1 (configuration not stated)	9	-2
O=C(NCCCCCc1nc2ccccc2[nH]1)c1ccccc1Cl	-1	-4
Cc1ccc2[nH]c(O)c(N=NC(=O)C(C)n3cnc4ccccc4c3=O)c2c1 (configuration not stated)	6	2
C=CCNc1ncnc2c1ncn2[C@H]1CN(Cc2ccccc2)C[C@@H](COC(C)=O)O1	8	3
NC(=O)C1CCN(C2=C(NS(=O)(=O)c3ccc(Cl)cc3)C(=O)c3ccccc3C2=O)CC1	-4	6
CC(=O)Nc1ccc(NC(=O)c2cc(S(=O)(=O)N3CCCCC3)ccc2C)cc1	-7	7
N#CCC(=O)NNc1c([N+](=O)[O-])cc(C(F)(F)F)cc1[N+](=O)[O-]	-4	6
CSC(=NC1CCCCC1)NS(=O)(=O)c1ccccc1	4	0
COc1cccc(CNc2nc(NCc3ccccc3OC)nc3ccsc23)c1	-8	0
COc1cccc(-c2sc3cc(OC)c(OC)cc3c2-c2ccc(OCCN3CCCCC3)cc2)c1	92*	-34*
CSc1ccc(C(=O)C2CCCN(Cc3cccc4nccnc34)C2)cc1 (configuration not stated)	-19	5
O=C(Nc1nncs1)c1ccc(F)c(S(=O)(=O)N2CCCCC2)c1	4	2
O=S(=O)(NC1CCN(Cc2ccccc2)CC1)c1ccc2ccccc2c1	-2	17
CC(=O)/C=C(\C)NCCNc1c(F)c(F)c(CO)c(F)c1F	-4	14
COc1cccc(CN(C)C(=O)c2sccc2-c2ccccc2)c1OC	-21	-1
CCSc1nc2ccc(C)cc2cc1C#N	-2	-8
COc1ccccc1/C=C/C1NC(=O)NC(C)=C1C(=O)OC(C)C (configuration not stated)	-1	-8
Cc1ccc(CNc2ccc3c(c2)nc(C)n3C)cc1	19	4
COc1ccc(-c2[nH]c(-c3ccc(C(=O)O)cc3)nc2-c2ccccc2)cc1	4	19
O=C(Nc1cccnc1)C1(c2ccccc2)CCCC1	-4	0
Cc1cccc(NC(=O)CN2C(=O)N/C(=C/c3cc(C)n(-c4ccncc4)c3C)C2=O)c1	7	0
COc1ccc(-c2ccc(C(=O)Nc3cccc(C(C)=O)c3)c3occc23)c(C)c1	-5	5
O=c1[nH]c(=O)c2nc3ccccc3nc2[nH]1	1	0
C=CCN1CCN(C(c2ccccc2)c2nnnn2CCC(C)C)CC1 (configuration not stated)	24	0
Cc1ccc(-c2c(C)cc3oc(=O)cc(-c4ccccc4)c3c2C)cc1	-2	-2
O=C(N/N=C/c1cccc([N+](=O)[O-])c1)c1cc2ccccc2o1	2	-7
Cc1cc(NC(=O)CSc2nnc(-c3ccc(O)cc3)o2)no1	15	-7
Cc1ccc2oc(C(=O)Nc3nnc(C)s3)c(C)c2c1	2	-2

Molecules listed so far that have a thiophene ring, fused or not:
compound	TAG inh	TAG inh DAPI viability
Cc1ccc(S(=O)(=O)N2CCN(C(=O)C3CCN(c4ncnc5sc(C)c(C)c45)CC3)CC2)c(C)c1	-21	-4
COc1cc(OC)cc(-c2c(-c3cccs3)c3cc(-c4ccc(N(C)C)nc4)ccc3n2C)c1	-15	170
Cc1ccc([C@H]2C(C(=O)O)=CC[C@@H](c3cccs3)N2S(=O)(=O)c2ccc(C)cc2)cc1	-9	8
Cc1ccc(S(=O)(=O)NCCC(=O)N(C)Cc2cccs2)cc1	-3	-4
Cc1ccsc1C(=O)OCC(=O)Nc1ccc(Cl)cn1	-11	-5
S=c1[nH]nc(-c2cccs2)n1/N=C/c1cn(-c2ccccc2)nc1-c1ccc(Cl)cc1	38	-28
COc1ccc(CNC(=O)COC(=O)Cc2ccsc2)cc1	-2	-6
CCC(=O)Nc1ccc(N2CCN(C(=O)c3cccs3)CC2)cc1	-21	6
COc1ccc(N2CSC3=C(C#N)C(c4cccs4)CC(=O)N3C2)cc1 (configuration not stated)	-4	5
COc1cccc(CNc2nc(NCc3ccccc3OC)nc3ccsc23)c1	-8	0
COc1cccc(-c2sc3cc(OC)c(OC)cc3c2-c2ccc(OCCN3CCCCC3)cc2)c1	92*	-34*
COc1cccc(CN(C)C(=O)c2sccc2-c2ccccc2)c1OC	-21	-1

Compound activity (PubChem BioAssay)
